# Bim-Mcl-1 = inhibitors of Bim peptide binding to Mcl-1, primary screen, biochemical, bead-based flow cytometry, multiplex; Induced myeloid leukemia cell differentiation protein Mcl-1 (Homo sapiens), Q07820; Bim peptide-Mcl-1 binding; inhibition, % at 10 µM; actives 0.1% (n = 190,000);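 note: 0% = no compound tracer wells and 100% = peptide blocker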
# Bcl-2 Bim block = inhibitors of Bim-Bcl-2 binding, primary screen, biochemical, multiplexed, human Bcl-2 family; actives 0.06% (n = 190,000); Apoptosis regulator Bcl-2 (Homo sapiens), P10415; inhibition, % at 10 µM; Bead-based flow cytometry, Bim peptide-Bcl-2 binding; in the data active = inhibition above about 40%; inconclusive = no clear call, values can overlap the other calls;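 note: 0% = no compound wells with probe peptide and 100% = reference peptide inhibitor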
# Target sequence (P10415 whole entry, looked up): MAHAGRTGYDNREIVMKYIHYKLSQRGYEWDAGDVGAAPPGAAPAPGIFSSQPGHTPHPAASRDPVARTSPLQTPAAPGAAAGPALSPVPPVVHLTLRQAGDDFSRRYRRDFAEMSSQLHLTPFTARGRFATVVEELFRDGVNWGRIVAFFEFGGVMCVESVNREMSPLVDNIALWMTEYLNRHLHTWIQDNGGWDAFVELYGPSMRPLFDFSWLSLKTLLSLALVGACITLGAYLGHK
# RGS4-Gao reg = modulators of RGS4 binding to Galphao, primary screen, biochemical, multiplexed bead flow cytometry. actives lie on both sides. binding response (% of control), % at 10 µM. actives 0.33% (n = 220,000). AID 1415, 2008; in the data active = binding response below about 49% or above about 150%; inactive = in between;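 note: fluorescent Galphao activated with aluminum fluoride binding bead-coupled RGS4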
# Target sequence (P09471 whole entry, looked up): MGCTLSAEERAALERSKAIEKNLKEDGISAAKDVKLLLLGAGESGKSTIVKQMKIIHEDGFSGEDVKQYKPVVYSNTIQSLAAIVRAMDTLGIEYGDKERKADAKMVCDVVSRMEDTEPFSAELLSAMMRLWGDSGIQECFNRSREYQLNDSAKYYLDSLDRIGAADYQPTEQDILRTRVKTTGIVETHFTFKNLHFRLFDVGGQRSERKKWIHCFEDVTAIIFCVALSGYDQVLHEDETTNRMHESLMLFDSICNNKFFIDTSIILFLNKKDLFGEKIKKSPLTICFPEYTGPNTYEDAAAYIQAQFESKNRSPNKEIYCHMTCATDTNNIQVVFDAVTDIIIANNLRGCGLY
# Bcl-XL Bim block = inhibitors of Bim-Bcl-XL binding, primary screen, biochemical, multiplexed, bead flow cytometry, human Bcl-XL. Bcl-2-like protein 1 (Homo sapiens), Q07817. Bim peptide-Bcl-XL binding, fluorescence. inhibition, % at 10 µM. actives 0.04% (n = 190,000)
# RGS7-Gao reg = RGS7-Galphao binding modulators, primary screen, biochemical, multiplexed bead flow cytometry; Guanine nucleotide-binding protein G(o) subunit alpha (Homo sapiens), P09471; actives lie on both sides; binding response (% of control), % at 10 µM; actives 0.35% (n = 220,000); in the data active = binding response below about 49% or above about 150%; inconclusive = no clear call, values can overlap the other calls; inactive = in between;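 note: fluorescent Galphao held in activated GDP-AlF4 state binding bead-coupled RGS7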
# Bim-Bcl-W = inhibitors of Bim binding to Bcl-W, primary screen, biochemical, multiplexed, bead-based flow cytometry | actives 0.02% (n = 190,000) | inhibition, % at 10 µM | Bcl-2-like protein 2 (Homo sapiens), Q92843 | Bim peptide-Bcl-W binding;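 note: 0% = bound tracer without compound and 100% = peptide blocker; higher means less fluorescent Bim peptide bound to Bcl-W beads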
# Target sequence (Q92843 whole entry, looked up): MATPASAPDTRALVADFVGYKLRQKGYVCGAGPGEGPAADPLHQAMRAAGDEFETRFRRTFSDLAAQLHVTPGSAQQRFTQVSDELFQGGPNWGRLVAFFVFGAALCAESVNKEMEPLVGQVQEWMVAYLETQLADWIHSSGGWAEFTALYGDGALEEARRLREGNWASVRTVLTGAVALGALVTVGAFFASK
# ABCG2 inh = ABCG2 efflux pump inhibitors, primary screen, multiplex with ABCB1, IgMXP3 cells, flow cytometry; Broad substrate specificity ATP-binding cassette transporter ABCG2 (Homo sapiens), Q9UNQ0; JC-1 efflux; inhibition, % at 6.6 µM; actives 0.1% (n = 190,000); AID 1325, 2008;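 active = inhibition above 80%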;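 note: 0% = DMSO and 100% = nicardipine control wells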
#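 Read-out basis: Efflux inhibition in percent versus controls | Test system: ABCG2 IgMXP3 and barcoded ABCB1 CCRF-Adr cell mix | Quantity: 3 million cells/mL in well | Schedule: 10 min at 25 °C | Control set: Nicardipine as high control, DMSO as low control | Reagent: JC-1 as fluorescent efflux pump substrate | Signal: Flow cytometry of retained JC-1 fluorescence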
# RGS8-Gao = RGS8-Galphao binding modulators, primary screen, biochemical, multiplexed bead flow cytometry. Guanine nucleotide-binding protein G(o) subunit alpha (Homo sapiens), P09471. actives lie on both sides. response (percent of control binding), % at 10 µM. actives 0.34% (n = 220,000). AID 1423, 2008; in the data active = response below about 60% or above about 140%; inactive = in between;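 note: Galphao activated as the GDP aluminium fluoride complex binding bead-coupled RGS8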
# ABCB1 inh = ABCB1 efflux pump inhibitors, primary screen, cell-based, multiplex, flow cytometry, ABCG2 counter-screen. ATP-dependent translocase ABCB1 (Homo sapiens), P08183. CCRF-Adr cells, JC-1 efflux. inhibition, % at 6.6 µM. actives 0.067% (n = 190,000); in the data active = inhibition above about 40%;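 note: 0% = vehicle and 100% = reference inhibitor; higher value means more JC-1 retained so stronger ABCB1 efflux block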
# Bim-Bfl-1 = inhibitors of Bim binding to Bfl-1, primary screen, biochemical, multiplexed, bead-based flow cytometry; Bcl-2-related protein A1 (Homo sapiens), Q16548; Bim-Bfl-1 binding inhibition; inhibition, % at 10 µM; actives 0.12% (n = 190,000);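 note: 0% = wells without compound plus tracer and 100% = blocker peptide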
# Bcl-B Bim block = inhibitors of Bim-Bcl-B binding, primary screen, biochemical, multiplexed, human Bcl-2 family; bead-based flow cytometry, Bim peptide-Bcl-B binding; inhibition, % at 10 µM; Bcl-2-like protein 10 (Homo sapiens), Q9HD36; actives 0.073% (n = 190,000);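 note: 0% = tracer peptide without compound and 100% = reference inhibitor peptide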
# Target sequence (Q9HD36 whole entry, looked up): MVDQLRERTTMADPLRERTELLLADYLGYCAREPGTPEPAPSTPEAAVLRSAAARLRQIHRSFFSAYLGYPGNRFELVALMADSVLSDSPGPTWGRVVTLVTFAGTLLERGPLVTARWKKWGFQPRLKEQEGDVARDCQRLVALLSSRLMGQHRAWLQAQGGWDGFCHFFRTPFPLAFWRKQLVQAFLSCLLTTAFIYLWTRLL
# An asterisk follows results filed as active; ? = inconclusive; . = no result given. Cut-off read from the data, not from the text of the source, unless noted: active = inhibition above about 40%. Compounds as they come. Share with any hit: about 0.94%.
# Results follow in this order: Bim-Bcl-W	Bcl-B Bim block	Bim-Mcl-1	RGS7-Gao reg	Bcl-XL Bim block	Bim-Bfl-1	ABCB1 inh	ABCG2 inh	RGS8-Gao	Bcl-2 Bim block	RGS4-Gao reg
1. CCOc1ccc(C(=O)Nc2c3c(nn2-c2cccc(C)c2C)CS(=O)C3)cc1 (stereo not drawn)
→ 1	-5	0	101	-2	-9	0.3	0	102	-3	98
2. COc1cc2c(cc1OC)-c1nnc(-c3cccs3)n1C1(CCCC1)C2
→ 0	3	0	102	0	0	1.2	2	101	0	99
3. CCn1c(SCC(=O)c2ccc3ccccc3c2)nnc1-c1cccs1
→ -5	-3	-6	98	-3	0	0.6	3	99	-6	97
4. Clc1nnc(NN=C2CCCC2)c2ccccc12
→ 0	-3	-4	115	-4	0	2.1	16	99	0	103
5. Cc1ccccc1C(=O)N/N=C/c1ccsc1C
→ -4	-1	-4	102	-3	-2	.	0	101	-6	100
6. CN1C(=O)c2ccccc2Sc2ccc(NC(=O)NC3CC3)cc21
→ 0	3	0	133	0	-1	0.5	1	100	-1	108
7. CCCCCn1c(CNC(=O)COC)nc2ccccc21
→ 0	-4	-1	103	2	-5	0.5	3	107	-2	109
8. NC(=O)c1ccc(NC(=O)COC(=O)C(Cc2ccccc2)NC(=O)c2ccccc2)cc1 (stereo not drawn)
→ 1	-1	0	98	0	0	-0.4	1	100	2	97
9. Cc1ccc(CSc2nnc(CNc3ccc(F)cc3)o2)cc1
→ 0	-3	0	97	-4	-4	1.3	6	100	-3	102
10. O=C(NCc1cccs1)c1cccnc1C(=O)O
→ 1	-5	-2	101	-5	-17	-1.5	8	105	-9	100
11. CC(C)(C)NC(=O)C(c1ccccn1)N(C(=O)C1CSC(=O)C1)c1ccccc1F (stereo not drawn)
→ 0	-2	-1	82	0	-3	0.5	4	96	-2	97
12. CC(=O)n1cc(C(C[N+](=O)[O-])SCCN)c2ccccc21 (stereo not drawn)
→ -10	-4	-8	101	-1	0	-0.4	-1	93	-2	105
13. CCn1c(SCC(=O)Nc2ccc(OC)cc2)nnc1-c1ccco1
→ -8	-5	-3	105	-6	-2	1.0	20	107	-1	107
14. Cc1csc(NC(=O)CCN2C(=O)c3ccccc3S2(=O)=O)n1
→ 4	-5	3	98	0	-7	0.3	8	102	-4	101
15. CC(C)CC(COCc1cccc(C(F)(F)F)c1)N1CCN(C(=O)c2cccc(C(F)(F)F)c2)CCC1=O (stereo not drawn)
→ -3	-4	-3	99	-4	-4	1.8	7	103	-4	100
16. COC(=O)C1CCN(C(=O)CCCOc2ccccc2)CC1
→ -4	-9	-2	104	-5	-12	1.7	4	102	-11	106
17. CCCCCCCCCCOC(=O)NC1CCS(=O)(=O)C1 (stereo not drawn)
→ 0	-3	0	99	0	-7	-0.7	-4	102	0	100
18. COc1ccc(O)c(C(=O)c2cnn(-c3ccccn3)c2)c1
→ -2	0	1	99	0	-2	0.0	1	104	-4	103
19. O=C(c1ccncc1)N1CCN(C(=O)c2cccs2)CC1
→ -2	0	-1	96	0	0	1.0	4	100	0	97
20. Cc1cccnc1NCC(O)COc1ccccc1 (stereo not drawn)
→ 8	-3	4	97	-1	-7	0.2	7	100	-2	101
21. COc1ccccc1C(=O)NNC(=S)NC(=O)c1sc2ccccc2c1Cl
→ -9	-2	-10	96	-9	0	-2.0	-19	100	-5	102
22. CCOc1cc(N2CCOCC2)c(OCC)cc1NC(=O)c1ccc2ccccc2n1
→ 4	-7	2	?	-1	7	2.4	11	100	-2	99
23. CCOC(=O)C1CCCN(C(=O)COc2ccc(N(C)S(=O)(=O)c3ccc(C)cc3)cc2)C1 (stereo not drawn)
→ -1	-2	0	97	-6	0	0.0	6	99	-2	99
24. CCn1cc(C(C)NC(=O)Nc2ccccc2C(=O)OC)c(C)n1 (stereo not drawn)
→ 0	-5	0	97	-2	-5	0.9	3	100	0	100
25. Cc1cnccc1CN(C)C(=O)CC1C(=O)NCCN1CC1CCCCC1 (stereo not drawn)
→ -2	-1	-2	106	-3	-4	0.7	2	105	-2	104
26. O=[N+]([O-])c1ccc(-n2cnc3ccccc32)c([N+](=O)[O-])c1
→ -2	-8	1	92	-2	0	1.5	4	97	0	97
27. Cc1ccc(NC2=Nc3ccccc3CS2)cc1
→ -2	0	-3	102	-3	-4	1.1	21	100	-4	100
28. COC(=O)C1=C(C)NC(C)=C(C(=O)OC)C1C(=O)OC1CCCCC1=O (stereo not drawn)
→ 3	-2	1	99	-1	-2	-0.4	-1	100	-1	98
29. COc1cc(C)ccc1N(CCCN1C(=O)c2cccc3cccc(c23)C1=O)C(=O)c1cccs1
→ -6	-11	0	100	-4	-4	14	66	98	-3	98
30. Cc1ccc(S(=O)(=O)N[C@H](C(=O)Oc2ccc3c(C(F)(F)F)cc(=O)oc3c2)c2ccccc2)cc1
→ 0	-1	-1	101	0	2	0.5	3	99	1	101

# Some of these compounds in order of their number in RGS4-Gao reg, largest number first:
cpd | Molecule | RGS4-Gao reg
13 | CCn1c(SCC(=O)Nc2ccc(OC)cc2)nnc1-c1ccco1 | 107
10 | O=C(NCc1cccs1)c1cccnc1C(=O)O | 100
1 | CCOc1ccc(C(=O)Nc2c3c(nn2-c2cccc(C)c2C)CS(=O)C3)cc1 (stereo not drawn) | 98

# Later entries:
# Results follow in this order: Bim-Bcl-W	Bcl-B Bim block	Bim-Mcl-1	RGS7-Gao reg	Bcl-XL Bim block	Bim-Bfl-1	ABCB1 inh	ABCG2 inh	RGS8-Gao	Bcl-2 Bim block	RGS4-Gao reg
31. NC(=O)C1(N2CCCCC2)CCN(C(=O)c2ccc(C#Cc3ccccc3)o2)CC1
→ 6	-7	1	95	-1	-7	2.1	9	99	-8	96
32. CCOC(=O)c1c(-c2ccccc2Cl)csc1NC(=O)c1cc(S(=O)(=O)N2CCOCC2)ccc1C
→ 0	-14	-5	103	-8	4	0.0	6	91	-1	105
33. COC(=O)C(NC(=O)c1ccco1)(Nc1ccc(Br)cn1)C(F)(F)F (stereo not drawn)
→ -1	-8	-1	102	2	-10	-2.0	-2	102	-9	102
34. COc1ccc(C)cc1N(CC(=O)N1CCc2ccccc2C1)S(C)(=O)=O
→ 1	2	1	103	1	-2	0.1	0	107	1	104
35. COc1ccc(C=NCC2OCCc3ccccc32)cc1OC (stereo not drawn)
→ -5	-6	-6	102	-5	-5	0.0	0	103	-4	102
36. CCCCNC(=O)CC1N=C2c3ccccc3N=C(SCC(=O)Nc3cccc(C)c3)N2C1=O (stereo not drawn)
→ 1	-4	4	98	0	-3	0.2	1	97	-3	96
37. COc1ccc(Nc2ncc(C(=O)N3CCN(c4ccccc4OC)CC3)c3ccccc23)cc1
→ -1	0	-1	100	-4	-2	3.0	5	103	-3	99
38. CCN(C(=O)CSc1nc2ccc([N+](=O)[O-])cc2s1)C1CCS(=O)(=O)C1 (stereo not drawn)
→ 0	-2	0	96	0	-3	0.0	1	100	0	100
39. CS(=O)(=O)N(CC(=O)N1CCc2ccccc2C1)c1ccc2c(c1)OCO2
→ -1	-4	0	103	-7	-16	3.6	4	104	-7	104
40. CN(C)C(=O)C(NC(=O)c1ccccc1)=C(Cl)Cl
→ -5	-3	-2	90	0	-2	1.2	5	98	-1	97
41. CC(=O)N1N=C(c2ccccc2)CC1c1cn(C)c2ccccc12 (stereo not drawn)
→ -3	-10	-7	101	-5	-16	1.4	3	101	-15	101
42. O=C(CSc1n[nH]c(-c2cccs2)n1)NCc1ccc2c(c1)OCO2
→ -2	-5	-3	101	-5	-1	0.8	4	101	-9	106
43. Cn1nc(C(=O)N2CCN(S(=O)(=O)c3ccccc3)CC2)c2ccccc2c1=O
→ 2	3	2	99	2	0	0.4	1	99	1	100
44. CCC(=O)N1CCc2cc(S(=O)(=O)N3CCN(c4ccccn4)CC3)ccc21
→ 0	3	0	126	-4	-1	4.0	10	106	-5	120
45. O=[N+]([O-])c1ccccc1OCCCn1cnc2ccccc21
→ -1	0	1	?	0	-2	0.4	5	102	-1	101
46. Cc1cc(=O)n2c(nc3ccccc32)[nH]1
→ -6	-1	0	99	-6	-1	0.9	25	84	-10	96
47. COc1ccccc1-c1nc(-c2cccc(C)c2)no1
→ 0	-4	-4	100	0	-2	-0.5	12	100	2	102

# Structures above that have two or more sulfur atoms:
# Results follow in this order: Bim-Bcl-W	Bcl-B Bim block	Bim-Mcl-1	RGS7-Gao reg	Bcl-XL Bim block	Bim-Bfl-1	ABCB1 inh	ABCG2 inh	RGS8-Gao	Bcl-2 Bim block	RGS4-Gao reg
3. CCn1c(SCC(=O)c2ccc3ccccc3c2)nnc1-c1cccs1
→ -5	-3	-6	98	-3	0	0.6	3	99	-6	97
14. Cc1csc(NC(=O)CCN2C(=O)c3ccccc3S2(=O)=O)n1
→ 4	-5	3	98	0	-7	0.3	8	102	-4	101
21. COc1ccccc1C(=O)NNC(=S)NC(=O)c1sc2ccccc2c1Cl
→ -9	-2	-10	96	-9	0	-2.0	-19	100	-5	102
32. CCOC(=O)c1c(-c2ccccc2Cl)csc1NC(=O)c1cc(S(=O)(=O)N2CCOCC2)ccc1C
→ 0	-14	-5	103	-8	4	0.0	6	91	-1	105
38. CCN(C(=O)CSc1nc2ccc([N+](=O)[O-])cc2s1)C1CCS(=O)(=O)C1 (stereo not drawn)
→ 0	-2	0	96	0	-3	0.0	1	100	0	100
42. O=C(CSc1n[nH]c(-c2cccs2)n1)NCc1ccc2c(c1)OCO2
→ -2	-5	-3	101	-5	-1	0.8	4	101	-9	106

# Bioassay records (PubChem BioAssay)
